Source: PubChem (several laboratories)
INS promoter inh = TRM-6 insulin promoter activity inhibition; TRM-6 cells (human fetal islet line), insulin promoter-eGFP reporter, imaging; reporter expression induced with tamoxifen; inhibition, % at 2 µM; actives 0.9% (n = 130,000); AID 1273;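 active = inhibition above the mean plus 3 SD, with well images judged a real hit on visual review, cut at about 60% in these data, passing the limit was not always enough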
sdo1 growth = compounds rescuing growth of sdo1-depleted yeast, bone marrow failure model; S. cerevisiae sdo1-depleted JHY4D growth rescue, OD600 30 h; hits give high values; pdr5 snq2 efflux-pump mutant strain; z-score at 10 µM; actives 0.21% (n = 140,000); AID 817;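 active = z-score above 3 at both the 24 hr and the 30 hr optical density reads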;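 also: z-score against mean and SD of all compound wells on the same plate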
sdo1 growth Rescue 24 h = recorded beside sdo1 growth, whose call it bears; z-score; S. cerevisiae sdo1-depleted JHY4D growth rescue, OD600; measured here: growth rescue at 24 h;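 0 is the plate mean of compound wells and units are plate SD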
Starred values were filed as active, the others as inactive; . = not tested or not shown; [ ] = dose if it differs, or a comment.

SMILES	INS promoter inh	sdo1 growth	sdo1 growth Rescue 24 h
NC(=S)N/N=C1\CC(n2nnnc2-c2ccccc2Cl)C2COC1O2 (stereo not given)	12	.	.
Cc1cc(N2CCN(c3ccccc3)CC2)n2nnnc2n1	41	-0.05	-0.31
O=[N+]([O-])c1ccc(N2CCN(S(=O)(=O)c3ccc(Cl)cc3)CC2)cc1NCC1CCCO1 (stereo not given)	26	0.06	1.1
O=C(O)CCc1ccc(-c2cccs2)n1CC(=O)Nc1ccccc1C(F)(F)F	0	.	.
O=C(NCC(=O)N(c1cccnc1)C(C(=O)NC1CCCC1)c1ccco1)c1cccs1 (stereo not given)	-87	0.43	0.13
COc1ccc(Cn2nnnc2C(c2cc3cccc(C)c3[nH]c2=O)N2CCN(C)CC2)cc1 (stereo not given)	33	.	.
CC(C)(C)NC(=O)C1N(c2cccnc2)C(=O)C2C(C(=O)Nc3ccccc3F)C3(C)C=CC21O3 (stereo not given)	.	-0.43	-0.57
CN1C(=O)/C(=C2\SC(=S)N(C(CCC(=O)O)C(=O)O)C2=O)c2ccccc21 (stereo not given)	.	0.97	0.82
CSc1nnc2ccc(-c3cccs3)nn12	-22	.	.
CSCC[C@H](NC(=O)OC(C)(C)C)c1nnc(SCC(=O)Nc2c(C)cccc2C)o1	-25	0.88	1.1
O=S(=O)(Nc1cccc(-c2nc3cccnc3s2)c1)c1ccc2c(c1)CCCC2	22	1.1	0.97
Cc1ccc(-n2[nH]c(C)c(/C=N/Nc3ccc([N+](=O)[O-])cc3[N+](=O)[O-])c2=O)cc1	.	0.27	0.97
COC(=O)c1nn(C23CC4CC(CC(C4)C2)C3)c2c1C(=O)N(c1ccc(Br)cc1)C2=O	0	-1	-0.17
COc1cc2c(cc1OC)C(c1ccc(-c3ccc(Cl)c(Cl)c3)o1)=NCC2	-3	-2.1	-1.4
Cc1cc(NCCc2ccccc2F)n2ncnc2n1	47	.	.
NNC(=O)C12CC3CC(C1)CC(n1ncnn1)(C3)C2	-46	1.2	0.42
COc1ccccc1N(O)C1CC(=O)N(c2ccc(F)cc2)C1=O (stereo not given)	.	1.1	1.5
CCOC(=O)c1nn(-c2ccccc2C)c2nc(CC(C)C)c(C#N)c(=O)n12	45	0.89	-0.23
O=C(NC(=S)Nc1ccccc1N1CCCC1)c1ccccc1[N+](=O)[O-]	.	-0.49	-0.21
Cc1c(NS(=O)(=O)N2CCCCC2)c(=O)n(-c2ccccc2)n1C	-7	1.1	0.53
O=C(O)CN1CCN(Cc2ccc(Cl)cc2)C1=O	33	2.5	2
C=C(C)CSc1nnc([C@H](CCSC)NC(=O)OC(C)(C)C)o1	.	0.65	0.69
COc1ccccc1NS(=O)(=O)c1cc(NC(=S)NCC2CCCO2)ccc1C (stereo not given)	-39	.	.
CC(C)/C(=N\NS(=O)(=O)c1ccc(Br)cc1)c1cccs1	17	.	.
O=S(=O)(NCc1ccc2c(c1)OCO2)c1cnc[nH]1	.	-0.48	-0.84
CCC(=O)NS(=O)(=O)c1cccnc1Nc1ccc(Cl)cc1	33	1.8	1.4
CCOC(=O)C1(Cc2cccc(F)c2)CCN(C(=O)c2cnccn2)CC1	26	.	.
O=C1CC(C(=O)NC2CCCCC2)C(c2ccccc2)O1 (stereo not given)	-32	0.37	-0.21
Cc1ccc(CN2C(=O)c3ccccc3C2C(=O)NCc2cccnc2)cc1 (stereo not given)	.	0.17	1.1
O=C(O)COc1nsnc1N1CCOCC1	.	1.4	2.3
O=C(COc1ccccc1)N1CCN(S(=O)(=O)Cc2ccccc2)CC1	.	-0.42	-1.1
COc1ccc(-c2nc(Cn3c(SCc4ccc(F)cc4)nc4ccncc43)c(C)o2)cc1OC	.	-2.1	-1.5
O=C(Nc1ccc(F)cc1)c1cccc(NC(=O)C2C3CC4OC(=O)C2C4C3)c1 (stereo not given)	-123	0.52	0.95
CC(=O)NNc1nc(-c2ccccc2)c2cc(Br)ccc2n1	-8	1.2	0.35
COc1ccc(C2CC(c3cccs3)=NN2c2nc(-c3ccccc3)cs2)cc1OC (stereo not given)	12	-1.1	-0.09
O=C(CSc1nnc(-c2ccco2)o1)c1ccc(F)c(F)c1	.	1.2	2.4
CCCCN1C(=O)c2ccc(C(=O)NCCN3C(=O)S/C(=C\c4cccnc4)C3=O)cc2C1=O	16	-1.3	-0.9
Cc1[nH]nc2nc3c(c(OC(=O)c4ccccc4)c12)c(=O)n(C)c(=O)n3C	.	-0.7	-0.99
CCCC(CCC)C(=O)Nc1c[nH]c(=O)[nH]c1=O	-34	0.19	-0.26
O=C(Nc1cccc(S(=O)(=O)Nc2ccccc2Cl)c1)c1ccc(Cl)nc1	31	0.32	0.89
O=c1c2ccccc2nc2n1C1(CCCCC1)Cc1ccccc1-2	43	-1.2	-1.1
O=C(COc1ccc(F)c(Cl)c1)c1ccc[nH]1	.	0.03	0.53
COc1ccc(Cc2nnc(SCC(=O)N3CCc4ccccc4C3)o2)cc1	.	-0.47	-1.1
CCCNC(=O)c1[nH]c(C)c(C(C)=O)c1C	14	1.2	0.18
CN(C)NC(=S)Nc1ccc2nc(-c3ccccn3)c(-c3ccccn3)nc2c1	.	0.97	0.91
CCOC(=O)c1c(CN2CCOCC2)n(-c2ccccc2)c2cc(Br)c(O)c(CN(C)C)c12	-15	-0.38	-0.58
O=C(c1ccc(Cl)cc1)N1CCN(c2ccc([N+](=O)[O-])c(NCc3cccnc3)c2)CC1	-8	.	.
CC(C)NC1=C(Cl)C(=O)c2ccccc2C1=O	10	-0.74	0.11
CCOc1cccc(C2c3c(oc4cc(C)c(C)cc4c3=O)C(=O)N2CCCN(C)C)c1 (stereo not given)	.	0.44	-0.05
COC(=O)CCSc1cc(NCCOC(C)=O)c([N+](=O)[O-])c2nonc12	19	0.4	-0.27
CC(=O)Nc1ccc(-c2nc(C)c(C(C)=O)n2O)cc1	-36	0.47	-0.45
Cc1ccc(NC(=O)c2ccn(C)n2)c(Br)c1	36	0.45	0.74
O=C(Nc1ccn(Cc2c(F)c(F)cc(F)c2F)n1)c1ccc(COc2ccccc2Cl)cc1	0	-1.1	-1
c1ccc(-c2nn3c(Cn4nnc5ccccc54)nnc3s2)nc1	20	-0.53	-0.28
O=C(N/N=C/c1ccc(O)cc1)c1ccc(COc2cc(Cl)ccc2Cl)o1	.	1.4	3
c1cc(C(c2nnnn2C2CCCCC2)N2CCN3CCCC3C2)ccn1 (stereo not given)	-352	0.92	0.43
COc1cc(-c2nnc3sc(C4CCCCC4)nn23)cc(OC)c1OC	.	-0.81	-0.25
c1ccc(-c2ccn3nnnc3n2)cc1	0	-0.55	-0.69
CCOc1ccc(-c2nnc(-c3snc(-c4ccc(F)cc4)c3N=CN(C)C)o2)cc1	.	-1.1	0.16
Cc1nc2ccc(NC(=S)NC3CCCCC3)cc2nc1C	38	.	.

A few values from the results shown:
O=C(Nc1ccn(Cc2c(F)c(F)cc(F)c2F)n1)c1ccc(COc2ccccc2Cl)cc1 in sdo1 growth Rescue 24 h shows -1
Cc1ccc(NC(=O)c2ccn(C)n2)c(Br)c1 in INS promoter inh shows 36

The list goes on.
SMILES	INS promoter inh	sdo1 growth	sdo1 growth Rescue 24 h
Cc1ccc(-c2nc(NCc3ccco3)n(S(C)(=O)=O)n2)cc1	8	.	.
COc1ccc(NC(=O)c2ccc3c(c2)C(=O)N(Cc2cccnc2)C3=O)c(OC)c1	.	1.5	1.9
CC(C)C(=O)N1CCC(c2nc(-c3ccc(S(=O)(=O)N4CCN(C)CC4)cc3)no2)CC1	44	.	.
CCc1ccc2c(CN3CCc4ccccc43)cc(=O)oc2c1	.	-1.6	-1.4
c1ccc(-c2cn3c4c(sc3n2)CCCC4)cc1	0	-1.6	-1.2
COC(=O)c1ccccc1NC(=O)CN1C(=O)CSC1=O	-4	1.3	1.8
COc1cccc(C(=O)N/N=c2\sc3ccccc3n2C)c1	45	1.1	0.83
O=C(NNC(=O)C1CCCN(S(=O)(=O)c2cccc(F)c2)C1)C1CC1 (stereo not given)	-27	.	.
CCOC(=O)c1nn(-c2ccc(F)cc2)cc1O	18	.	.
Cc1nnc(Nc2ccc3c(c2)OCO3)c2ccccc12	64	-0.63	-0.49
Cc1c(Br)c([N+](=O)[O-])nn1CC(=O)Nc1ccc(C(C)C)cc1	-8	.	.
CCOC(=O)c1c(-c2ccccc2)csc1NC(=S)NC(=O)c1ccccc1	-72	-0.22	0.63
Cc1noc(C)c1COC(=O)c1ccc(-c2nc3ccccc3s2)s1	-24	-0.46	0.71
COCCNC(=O)C1CC(=O)N(C2CCCC2)C1 (stereo not given)	-12	1	1.1
Cc1cc(C)cc(CSc2nnc(C)c(=O)[nH]2)c1	62	0.18	-0.19

Compound profiles (already shown). Screens in order: INS promoter inh	sdo1 growth	sdo1 growth Rescue 24 h
Entry for O=C(NNC(=O)C1CCCN(S(=O)(=O)c2cccc(F)c2)C1)C1CC1 (stereo not given) : -27	.	.
Entry for Cc1nnc(Nc2ccc3c(c2)OCO3)c2ccccc12 : 64	-0.63	-0.49
Entry for Cc1noc(C)c1COC(=O)c1ccc(-c2nc3ccccc3s2)s1 : -24	-0.46	0.71

More entries.
SMILES	INS promoter inh	sdo1 growth	sdo1 growth Rescue 24 h
CCOC(=O)c1c(CN2CCOCC2)n(-c2ccccc2)c2cc(Br)c(O)cc12	3	-1.7	-0.78
Cc1ccccc1-c1nc(S(=O)(=O)c2ccc(Br)cc2)c(NCc2cccnc2)o1	-14	-1.4	-1.2
COc1ccccc1N1CCN(C(=O)CNC(=O)c2cn(-c3ccccc3OC)c(=O)c3ccccc23)CC1	-13	.	.
CC1(C)CC(C)(O)N(Cc2ccccc2)C(=S)N1 (stereo not given)	5	0.55	0.37
COc1ccccc1C(=O)Nc1cc(Cl)ccc1O	.	-0.88	0.52
COc1cc(OC)cc(C(=O)N[C@H](C(=O)OCc2cc(=O)oc3cc(C)ccc23)C(C)C)c1	-87	-0.63	-1
O=C(/C=C/c1ccccc1)NC(NC(=S)Nc1cc(Cl)ccc1Cl)C(Cl)(Cl)Cl (stereo not given)	-77	-0.25	-1.9
Cc1cc(NS(=O)(=O)c2ccc(NC(=O)c3cc4cc(Br)ccc4oc3=O)cc2)no1	36	.	.
CCCCN(C)CCCNC(=O)c1ccc(N2CCCC2=O)cc1	.	0.78	0.42
O=C(O)CC(NCc1ccco1)C(=O)OCCc1ccccc1 (stereo not given)	.	0.69	0.61
CCC(=O)N/N=c1/sc2ccccc2n1C	44	.	.
CC(=O)OC(/C(O)=C(\C#N)c1nc2ccccc2[nH]1)c1ccccc1 (stereo not given)	-41	-0.18	-0.62
CC(=O)Nc1ccc(S(=O)(=O)/N=C2\SCCN2S(=O)(=O)c2ccc(NC(C)=O)cc2)cc1	.	1.4[5.9 µM]	1.3
Cc1ccc(S(=O)(=O)N(CC(=O)N/N=C/c2cccc(C)c2)c2cccc3cccnc23)cc1	3	-0.63	-0.46
Cc1cc(C)nc(SC(C)C(=O)O)n1 (stereo not given)	0	0.34	0.55

Structures listed so far with a COOH group, in the order listed:
SMILES	INS promoter inh	sdo1 growth	sdo1 growth Rescue 24 h
O=C(O)CCc1ccc(-c2cccs2)n1CC(=O)Nc1ccccc1C(F)(F)F	0	.	.
CN1C(=O)/C(=C2\SC(=S)N(C(CCC(=O)O)C(=O)O)C2=O)c2ccccc21 (stereo not given)	.	0.97	0.82
O=C(O)CN1CCN(Cc2ccc(Cl)cc2)C1=O	33	2.5	2
O=C(O)COc1nsnc1N1CCOCC1	.	1.4	2.3
O=C(O)CC(NCc1ccco1)C(=O)OCCc1ccccc1 (stereo not given)	.	0.69	0.61
Cc1cc(C)nc(SC(C)C(=O)O)n1 (stereo not given)	0	0.34	0.55

(more compounds)
SMILES	INS promoter inh	sdo1 growth	sdo1 growth Rescue 24 h
CCCC(=O)OCC(=O)Nc1ccccc1C#N	-7	.	.
Cc1cc(=O)c2cc(Cl)ccc2[nH]1	.	0.76	1.1
O=C(NC(=S)Nc1ccc(N2CCOCC2)c(Cl)c1)c1cncc(Br)c1	22	-0.38	-0.87
CCC(C)(C)NC(=O)C(c1cccnc1)N(C(=O)c1csnn1)c1ccccc1 (stereo not given)	-33	.	.
N#Cc1cn(CCOc2ccccc2F)c2ccccc12	10	-1.2	-1.3
O=C(CSCc1cnn(-c2ccccc2)c1-n1cccc1)NCCN1CCOCC1	-49	0.96	1.1
Cc1ccc(/C=N/n2c(-c3ccco3)n[nH]c2=S)s1	-165	-0.96	-1.1
Cc1cc(=O)cc(C)n1-c1ccc(F)cc1F	42	.	.
COc1cc(/C=C2\CC/C(=C\c3cc(OC)c(OC)c(OC)c3)C2=O)cc(OC)c1OC	17	0.03	0.68
Cc1cc(=O)[nH]c(COc2ccccc2)n1	.	1.2	1.3
Cc1ccc(CNC(=O)C2CCCN(S(=O)(=O)c3cccnc3)C2)cc1 (stereo not given)	-20	-0.78	-0.29
CCOC(=O)c1c(C)c(C(=O)NCc2ccccn2)c(C)n1C	.	0.44	0.44
CCOC(=O)C(NC(=O)CC)(Nc1sc(C)c(CC)c1C#N)C(F)(F)F (stereo not given)	-31	0.35	0.39
O=C(c1ccco1)N1CCN(S(=O)(=O)c2ccc(Br)s2)CC1	-20	-0.15	-0.18
Cn1cnnc1SCC(=O)NC1CCCCC1	0	.	.
O=C(CCNS(=O)(=O)c1cccs1)Nc1ccccc1F	34	2.9	2.9
CNC[C@H](O)c1ccc(O)c(O)c1	-43	0.32	0.43
Cc1cc(C)n2[nH]c(=O)c(N=Nc3ccccc3)c2n1	3	0.12	0.34
COC(=O)C1=C(C)NC(C)=C(C(=O)OC)C1c1cn(-c2ccccc2)nc1-c1ccco1	.	-1.5	-0.46
CCOC(=O)NC(=S)Nc1c(C)n(C)n(-c2ccccc2)c1=O	0	.	.
O=C(NCC(=O)N(CC1CCCO1)C(C(=O)NC1CCCC1)c1ccc(F)cc1)c1ccco1 (stereo not given)	-24	-0.34	-0.77

Only part of the results is shown; the hit share may differ from the screen's.
